# TLR4 MyD88 comp – TLR4-MyD88 interaction inhibition in cells; inhibition, % at 8.4 µM; HeLa CL3-4 TLR4/MyD88 BLA complementation, FRET ratio; AID 861; O00206+Q99836; 200,000 tested, 0.18% active; in the data active means inhibition above about 25%;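 further: 0% = vehicle and 100% = reference inhibitor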
# ROMK primary – human ROMK K+ channel modulation, primary screen. P48048. Tet-inducible ROMK, thallium flux fluorescence; actives lie on both sides. B-score at 10 µM. 130,000 tested, 2% active;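 active means signal ratio slope over the read window, or its plate-corrected B-score, at least 3 SD from the plate mean, either direction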;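 further: B-score of the F/F0 ratio slope over 7 to 12 s after thallium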
# Target sequence (P48048 whole entry, looked up): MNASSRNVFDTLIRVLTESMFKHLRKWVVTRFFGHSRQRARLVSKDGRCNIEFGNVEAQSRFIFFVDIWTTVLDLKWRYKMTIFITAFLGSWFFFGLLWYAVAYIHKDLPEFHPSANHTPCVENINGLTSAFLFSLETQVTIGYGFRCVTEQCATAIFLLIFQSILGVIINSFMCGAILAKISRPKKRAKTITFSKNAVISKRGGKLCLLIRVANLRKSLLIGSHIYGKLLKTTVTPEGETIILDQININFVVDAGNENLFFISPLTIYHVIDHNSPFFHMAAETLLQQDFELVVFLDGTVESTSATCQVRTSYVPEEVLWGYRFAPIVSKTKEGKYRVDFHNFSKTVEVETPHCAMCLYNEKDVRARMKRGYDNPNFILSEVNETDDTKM
# bIAP act – intestinal alkaline phosphatase (bovine) activation; purified bovine IAP, CDP-star luminescence, 30 min; active compounds read high; fold of DMSO-control signal, blank-subtracted; activation factor at 20 µM; 200,000 tested, 0.17% active; AID 1016;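 active means activation factor of 2 or more at 20 µM, a signal rise over negative controls twice the positive control's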
# TR-FRET SRC-2 ct – counter-screen for PPARgamma SRC-2 recruitment agonists: TR-FRET artefact; AID 1049; TR-FRET ratio at 8 µM; active compounds read high; 200,000 tested, 0.4% active; in the data active means TR-FRET ratio above about 2000; further: inactives centre near 1500; reference of the scale not given here
# Redox H2O2 prof – compounds producing H2O2 with reducing agent – biochemical, NIH compound library profiling, artefact control for MLSCN library redox annotation, primary screen. DTT-dependent redox cycling H2O2, phenol red/HRP absorbance; 100% = 100 µM peroxide control, 0% = buffer. activation, % at 10 µM. 200,000 tested, 0.03% active;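 active means activation of at least 50% relative to the plate's high and low controls in the primary single-dose screen; inactive means activation below 50%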;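 further: compound incubated with DTT at 0.8 mM final as the reducing agent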
# S1P3 antagonist – S1P3 (human) receptor antagonism | Q99500 | CHO S1P3 NFAT-BLA reporter, FRET fluorescence, antagonist mode | inhibition, % at 4.98 µM | 170,000 tested, 0.27% active | AID 485;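 active means inhibition above the plate cutoff, the mean inhibition of test wells on that plate plus 3 SD, cut at about 28% in these data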;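 further: cells challenged with S1P at its EC80 of 0.8 µM; blue over green emission ratio from cleaved BLA substrate after 4 h stimulation; 0% = S1P-stimulated wells and 100% = unstimulated DMSO-only wells; some compounds past the cut are filed as inactive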
# PPARg SRC-1 ag – PPARgamma-driven SRC-1 recruitment agonism; 200,000 tested, 0.41% active; P37231; PPARgamma-SRC-1 coactivator recruitment biochemical assay; activation, % at 8 µM; in the data active means activation above about 19%;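 further: 0% = DMSO and 100% = reference agonist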
# Target sequence (P37231 whole entry, looked up): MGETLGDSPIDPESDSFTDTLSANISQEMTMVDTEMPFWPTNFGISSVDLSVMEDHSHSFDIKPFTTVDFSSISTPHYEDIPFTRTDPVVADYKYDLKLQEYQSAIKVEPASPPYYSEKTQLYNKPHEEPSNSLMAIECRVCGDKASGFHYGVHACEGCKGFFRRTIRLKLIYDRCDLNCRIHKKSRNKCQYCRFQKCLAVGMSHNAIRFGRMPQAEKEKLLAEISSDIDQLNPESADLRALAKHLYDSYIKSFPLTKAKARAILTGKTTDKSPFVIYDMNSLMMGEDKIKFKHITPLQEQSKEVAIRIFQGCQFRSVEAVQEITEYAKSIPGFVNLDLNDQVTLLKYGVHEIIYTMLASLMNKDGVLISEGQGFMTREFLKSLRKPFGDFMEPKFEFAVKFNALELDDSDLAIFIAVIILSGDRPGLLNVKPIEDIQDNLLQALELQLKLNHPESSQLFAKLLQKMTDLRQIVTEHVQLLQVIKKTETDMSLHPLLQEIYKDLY
# Lmaj promast – reduces viability of Leishmania major promastigotes; resazurin fluorescence viability; 200,000 tested, 9% active; inhibition, % at 10 µM; AID 1063; in the data active means inhibition above about 50%;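 further: promastigotes grown with compound for 44 hours at 28 °C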
# PPARg SRC-2 ag – promotes SRC-2 coactivator recruitment by human PPARgamma. 200,000 tested, 0.34% active. P37231. activation, % at 8 µM. AID 1032. PPARgamma LBD-SRC-2 recruitment, biochemical; in the data active means activation above about 22%;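 further: 0% = vehicle and 100% = reference agonist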
# bIAP inhibitor – blocks bovine intestinal alkaline phosphatase activity. purified bovine IAP, CDP-star luminescence, 30 min. inhibition, % at 20 µM. 190,000 tested, under 10 active;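 active means over 50% inhibition of intestinal alkaline phosphatase at 20 µM in the single-dose screen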
#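 Assay system: bovine IAP enzyme; medium: DEA buffer 100 mM, pH 9.8, with MgCl2 1.0 mM, ZnCl2 0.02 mM; doses: 20 µM single dose; incubation: enzyme reaction for 30 min at room temperature; detection: CDP-star luminescence signal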
# PPARg SRC3 recr – agonists of human PPARgamma SRC-3 coactivator recruitment | P37231 | biochemical PPARgamma/SRC-3 coactivator recruitment assay | activation, % at 8 µM | 200,000 tested, 0.26% active; in the data active means activation above about 23%;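 further: 0% = DMSO and 100% = reference agonist; some compounds past the cut are filed as inactive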
# Numbers without * were called inactive; / = no result given.
SMILES	TLR4 MyD88 comp	ROMK primary	bIAP act	TR-FRET SRC-2 ct	Redox H2O2 prof	S1P3 antagonist	PPARg SRC-1 ag	Lmaj promast	PPARg SRC-2 ag	bIAP inhibitor	PPARg SRC3 recr
COC(=O)c1c(CCl)noc1C(=O)NCC1CCCO1 (stereo not drawn)	-9	-1.1	0.9	1693	-5.5	/	6	100*	6	7	12
CCC(=O)NS(=O)(=O)c1cccnc1Nc1ccccc1Cl	-14	/	0.9	1559	-0.1	/	5	-5	7	6	-6
N#CCSc1nc2c(c(C3CC=CCC3)c1C#N)CCC2 (stereo not drawn)	-11	1.1	0.6	1666	-3.1	-17	6	26	9	36	12
Cc1cccc(C)c1NC(=O)CN1C(=O)NC(C)(CCc2ccccc2)C1=O (stereo not drawn)	-3	-1	1.1	1740	-0.8	-29	-5	-1	3	-12	-4
Cc1ccc(-c2csc(NC(=O)Cc3ccc(F)cc3)n2)o1	-6	4.9*	0.7	1634	0.7	-4	-2	23	-3	34	3
CC(/C=C/c1ccccc1)=N\NC(=O)c1ccc2c(c1)OCCO2	-9	-0.23	1.1	1338	-0.8	15	-1	-2	-1	-6	6
CCC(=NCCc1c(C)[nH]c2ccc(C)cc12)C1=C(O)CC(c2ccccc2)CC1=O (stereo not drawn)	10	2	1.2	1677	-0.3	4	7	36	-1	-24	3
CC(C)OCc1c(C(=O)OC/C(O)=C(\C#N)c2nc3ccccc3[nH]2)oc2ccccc12	2	-0.3	1.2	1576	-0.3	-2	-4	-5	3	-16	2
CC(=O)c1cccc(Nc2ccc(-c3ccccc3F)nn2)c1	-3	-0.0094	0.9	1508	-0.7	-3	8	11	11	5	4
Cc1cc(C)c(O)c(-c2cc(C(=O)NCc3ccccc3)[nH]n2)c1	-7	-0.74	1	1452	0.4	/	-6	52*	-4	0	11
CCOC(=O)CCCOC(=O)c1ccc(S(=O)(=O)N(C)C)cc1	7	/	0.9	1716	1.9	/	2	-7	1	10	13
O=C1NC(c2ccc(-c3ccccc3[N+](=O)[O-])o2)C(C(=O)c2ccccc2)C(O)(C(F)(F)F)N1 (stereo not drawn)	7	-0.38	0.7	1583	0.3	15	0	8	8	32	-1
COc1ccc(NC(=O)C2(N(CC(C)C)C(=O)Cn3nnnc3N)CCCCC2)cc1	-8	-0.85	1.1	1598	-0.1	-10	-3	-3	-7	-9	0
CCC(=O)N1CCc2cc(S(=O)(=O)CCC(=O)NCc3ccco3)ccc21	2	0.19	1	1556	-0.1	-10	-4	-1	-7	2	7
O=C(NC1CCCC1)C(=O)N(Cc1cccnc1)C(C(=O)NCC1CCCO1)c1ccco1 (stereo not drawn)	-3	-0.56	1	1565	-0.8	-22	-4	-6	-1	0	1
CCN1C(=O)CS/C1=C(\C#N)S(=O)(=O)c1ccccc1	1	0.53	0.9	1503	0.5	6	10	1	16	10	-1
CC(NC(=O)c1ccc(Br)s1)c1ccncc1 (stereo not drawn)	-2	/	1.1	1397	0.2	-3	-4	-6	-4	-8	-2
COC(=O)c1ccc(NC(=O)CSc2nnc(C)n2-c2ccccc2)cc1	1	/	1.3	1697	-0.3	4	-2	-3	1	-28	-6
NC(=O)c1ccsc1NC(=O)CSc1nnc2ccccn12	6	0.63	1.2	1416	0.3	-3	1	-5	-7	-16	1
Cc1ccc(-c2nnn(CC(=O)NC3CCCc4ccccc43)n2)cc1 (stereo not drawn)	-5	/	1.1	1586	2.0	/	2	-3	-1	-9	8
Cc1ccc(-c2nc3ccccc3[nH]2)cc1NC(=O)/C=C/c1ccco1	11	-0.96	1	1398	-4.3	/	-7	22	-3	-3	1
COC(=O)c1ccccc1NS(=O)(=O)c1ccc2c3c(cccc13)C(=O)N2	1	/	0.9	1516	-0.2	-6	-2	16	1	6	1
O=C(Nc1ccc2c(c1)OCO2)C1CCCN(S(=O)(=O)c2cccs2)C1 (stereo not drawn)	-2	/	0.9	1746	-1.6	11	12	4	-8	11	5
CC1=CC(C)(C)N(C(=O)CSc2nnc(-c3ccc(C)cc3)o2)c2ccc(C)cc21	-13	-0.63	0.9	1417	0.1	/	3	7	0	13	-6
CCn1c2ccccc2c2cc(NC(=O)CSc3nnc(-c4cccc(OC)c4)n3N)ccc21	7	/	0.9	1622	-0.4	/	1	17	7	6	2
CCCc1cc(=O)[nH]c(SCC(=O)N2CCN(S(=O)(=O)c3ccc(C)cc3C)CC2)n1	-10	/	0.9	1665	0.2	-4	5	63*	6	5	0
Cc1cc(Cl)ccc1OCc1cn2cccnc2n1	-5	4.1*	1	1561	-0.2	-5	-5	36	-3	2	0
CSc1ccccc1NC(=O)CN(C)C(C)C(=O)Nc1ccc(C#N)cc1 (stereo not drawn)	17	1.7	1.1	1497	-0.8	-12	4	56*	5	-10	5
Cc1sc2nc(CSCC(=O)Nc3ccccc3C#N)[nH]c(=O)c2c1C	-9	/	1	1431	0.5	-20	-2	-2	4	-2	-7
CCOC(=O)c1ccc(-n2cncn2)nc1	-2	/	0.9	1648	-5.0	/	-1	-6	10	6	11
O=C(c1cccc(F)c1)N1CCN(C(=O)c2cc3ncc(Br)cn3n2)CC1	-11	1.7	1	1590	0.2	/	7	-2	12	3	7
Cc1cc(-n2c(=O)c(C#N)cc3c(=O)n4cccc(C)c4nc32)no1	-38	0.1	1.1	1656	-1.2	-40	2	9	-1	-5	-1
CCC(Sc1nc(=O)cc(N)n1-c1ccccc1)C(=O)Nc1cc(C)on1 (stereo not drawn)	-3	/	1	1647	-3.6	-53	4	-1	9	2	2
COc1cc(/C=C/C(=O)OCC(=O)NCC2CCCO2)ccc1OCC#N (stereo not drawn)	-15	-0.017	1	1721	0.0	-3	10	-6	4	2	0
O=C(CC(Nc1ccc(F)cc1)C(=O)OCC(=O)c1cccs1)c1ccccc1 (stereo not drawn)	7	/	0.9	1611	0.7	7	0	6	4	6	2
Clc1ccc(NNc2ccnc3cc(Cl)ccc23)cc1	-1	/	0.3	1483	1.1	/	17	5	5	/	5
CCOC(=O)c1nnn(-c2ccc([N+](=O)[O-])cc2)c1C	2	0.69	1	1572	-0.1	-26	-4	18	2	3	1
CNC(=O)c1csc(-c2ccccc2)n1	-13	/	1	1573	0.5	/	-4	-9	12	-1	13
CCNC(=O)c1ccc(OCC(=O)Nc2ccc(F)cc2)c(OC)c1	-1	1.1	1	1504	0.4	-3	1	1	-4	-3	-1
CCCNC(=O)c1nn2cc(Br)cnc2c1Cl	-12	/	1.1	1551	-0.8	-8	1	4	-1	-14	4
CCOc1ccc(NC(=O)c2ccc(NC(=O)c3cn4c5c(c(N6CCN(C)CC6)c(F)cc5c3=O)OCC4C)cc2)cc1 (stereo not drawn)	2	1.5	1	1506	0.7	-15	1	93*	-4	4	-6
Cc1cc(N)n(-c2ccc(C(=O)O)cc2)n1	1	0.44	1.1	1716	0.5	-24	7	-1	-2	-13	0
COCC(=O)NC1CCN(CC(=O)Nc2ccc(OC)cc2[N+](=O)[O-])CC1	10	/	0.9	1428	1.2	/	13	0	-1	5	-2
COc1ccc(C2CC(O)(C(C)(C)O)NO2)cc1 (stereo not drawn)	14	/	1	1656	0.9	-7	7	3	3	2	-6
COc1ccc(C2(O)CCN(CCCCOc3ccccc3)CC2)cc1	0	-4.6*	1.6	1496	1.7	-4	0	95*	3	-60	-1
O=C(NCCc1ccccc1)C(=Cc1ccc(C(=O)O)cc1)C(=O)NCCc1ccccc1	-20	0.1	0.9	1616	-1.0	2	9	-8	2	7	0
O=C1CC(C2CCCO2)C(=O)N1c1ccccc1 (stereo not drawn)	13	0.76	0.9	1321	0.3	/	-8	-5	-8	8	12
O=C1CCCN1c1cccc(Br)c1	6	-0.58	0.9	1508	-1.0	/	-2	-5	-5	10	4
CCOC(=O)CS(=O)(=O)CC(=O)Nc1ccc([N+](=O)[O-])cc1OC	-2	-0.67	1	1529	-0.3	-12	11	-7	5	5	-1
COC(=O)c1ccccc1NC(=O)N1CCN(C/C=C/c2ccccc2)CC1	0	/	1	1721	0.7	-9	4	23	1	0	4

# (further entries)
SMILES	TLR4 MyD88 comp	ROMK primary	bIAP act	TR-FRET SRC-2 ct	Redox H2O2 prof	S1P3 antagonist	PPARg SRC-1 ag	Lmaj promast	PPARg SRC-2 ag	bIAP inhibitor	PPARg SRC3 recr
OCCN1CCN(c2ncnc3ccc(Br)cc23)CC1	-4	/	1.2	1581	-1.4	102*	3	1	3	-17	7
C#CCN(CC=C)C(=O)CCc1nnc(COc2ccccc2)o1	10	0.62	1.1	1593	0.0	-20	9	-8	6	-6	7
CCn1c(COc2ccccc2C)nnc1SCC(=O)CC(=O)Nc1ccccc1	0	/	1	1826	1.1	-12	16	-6	5	3	10
Cc1cnn(-c2ccc3nnc(-c4ccc(Cl)cc4)n3n2)c1	6	/	0.9	1468	-0.5	/	18	6	5	6	12
O=C(Cc1cccs1)NCc1cccs1	1	1.2	0.9	1613	0.6	4	2	10	16	12	-1
O=C(c1cc2c(F)cccc2s1)N1CCCC1	4	0.0063	0.8	1395	-1.5	-1	3	10	-3	19	0
O=C(CSc1nnc(-c2ccncc2)n1-c1ccc(F)cc1)NNC(=O)c1cccc(O)c1	8	-0.0035	0.7	1493	-0.2	-7	-1	-4	7	30	-1
COCCNC(=O)CN1C(=O)COc2ccc(Cl)cc21	-6	1.7	1	1377	-0.6	-26	8	-6	1	1	3
Cc1occc1-c1nnc(SCCNCCO)o1	-3	1	1.1	1530	-0.2	-10	-1	9	-3	-12	-4
Cc1ccc(CNC(=O)/C=C/c2ccccc2Cl)cc1	14	/	0.9	1461	7.0	/	-3	0	-1	14	-2
O=C(O)c1c2c(nc3ccccc13)/C(=C/c1ccc(O)cc1)CC2	23	-0.94	0.7	1606	-0.4	-12	11	-4	10	28	5
NC(=O)Cc1ccc(C(=O)c2ccccc2F)s1	2	-0.053	0.9	1545	-1.1	-14	8	-9	-3	8	4
O=C(COc1ccccc1[N+](=O)[O-])NC1CC1	-7	-0.05	0.9	1571	-1.6	-3	3	-4	7	13	1
COC(=O)/C(=C/c1ccco1)NC(=O)c1ccc(Br)o1	6	1.3	1	1619	0.6	-4	-2	-1	-1	-4	4
CC(=O)NCC(=O)OCC(=O)c1ccc(Br)cc1	2	/	1.2	1566	/	7	-3	40	-1	-22	3

# A draw from above in order of length of the SMILES, largest number first:
SMILES	TLR4 MyD88 comp	ROMK primary	bIAP act	TR-FRET SRC-2 ct	Redox H2O2 prof	S1P3 antagonist	PPARg SRC-1 ag	Lmaj promast	PPARg SRC-2 ag	bIAP inhibitor	PPARg SRC3 recr
O=C(CSc1nnc(-c2ccncc2)n1-c1ccc(F)cc1)NNC(=O)c1cccc(O)c1	8	-0.0035	0.7	1493	-0.2	-7	-1	-4	7	30	-1
OCCN1CCN(c2ncnc3ccc(Br)cc23)CC1	-4	/	1.2	1581	-1.4	102*	3	1	3	-17	7
O=C(Cc1cccs1)NCc1cccs1	1	1.2	0.9	1613	0.6	4	2	10	16	12	-1
